DYRK1A inh: inhibitors of rat Dyrk1A kinase | 310,000 tested, 0.43% active | Q63470 | inhibition, % at 12.5 µM | ADP-Glo luminescence, NFATc1 peptide | AID 504441; in the data active = inhibition above about 50%;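 note: plate controls were vehicle with enzyme for no effect and no enzyme for full effect; many of its hits are not listed in these tables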
GSK3A inh: human GSK-3 alpha kinase inhibition. P49840. ADP-Glo luminescence, 60 min. inhibition, % at 10 µM. 320,000 tested, 0.1% active. AID 2650;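 in the data active = inhibition above about 50%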;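 note: GST-tagged GSK-3 alpha with peptide substrate and 25 µM ATP; 0% = DMSO neutral wells and 100% = GW8510 positive control wells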
Target sequence (P49840 whole entry, looked up): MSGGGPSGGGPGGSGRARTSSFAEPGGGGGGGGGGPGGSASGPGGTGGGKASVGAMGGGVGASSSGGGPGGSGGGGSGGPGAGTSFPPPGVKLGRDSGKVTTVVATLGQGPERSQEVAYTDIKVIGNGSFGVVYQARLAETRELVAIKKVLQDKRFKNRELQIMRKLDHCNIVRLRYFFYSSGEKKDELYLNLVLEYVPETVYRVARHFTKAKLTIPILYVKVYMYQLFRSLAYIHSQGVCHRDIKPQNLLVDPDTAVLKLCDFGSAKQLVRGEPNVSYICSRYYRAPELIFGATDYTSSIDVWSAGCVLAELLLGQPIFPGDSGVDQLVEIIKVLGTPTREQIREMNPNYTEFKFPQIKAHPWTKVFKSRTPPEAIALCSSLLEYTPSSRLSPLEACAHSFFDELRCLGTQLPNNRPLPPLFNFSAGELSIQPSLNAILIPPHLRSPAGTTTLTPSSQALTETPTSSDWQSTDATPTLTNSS
HDAC3 inhib: human HDAC3 inhibition; O15379; recombinant HDAC3, fluorogenic peptide/trypsin coupled, fluorescence; inhibition, % at 8.3 µM; 320,000 tested, 0.15% active; AID 2718; in the data active = inhibition above about 26%, passing the limit was not always enough; inconclusive = no clear call, values can overlap the other calls
KCNK3 block: human KCNK3 channel inhibition, primary screen; CHO-KCNK3 thallium flux, FluxOR fluorescence; stronger effect = lower value; B-score at 10 µM; 340,000 tested, 0.84% active; AID 602410;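 active = B-score under library mean minus 4 SD, starting fluorescence ratio at most library mean plus 5 SD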;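 note: more negative B-score means stronger inhibition of thallium flux through KCNK3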
Target sequence (O14649 whole entry, looked up): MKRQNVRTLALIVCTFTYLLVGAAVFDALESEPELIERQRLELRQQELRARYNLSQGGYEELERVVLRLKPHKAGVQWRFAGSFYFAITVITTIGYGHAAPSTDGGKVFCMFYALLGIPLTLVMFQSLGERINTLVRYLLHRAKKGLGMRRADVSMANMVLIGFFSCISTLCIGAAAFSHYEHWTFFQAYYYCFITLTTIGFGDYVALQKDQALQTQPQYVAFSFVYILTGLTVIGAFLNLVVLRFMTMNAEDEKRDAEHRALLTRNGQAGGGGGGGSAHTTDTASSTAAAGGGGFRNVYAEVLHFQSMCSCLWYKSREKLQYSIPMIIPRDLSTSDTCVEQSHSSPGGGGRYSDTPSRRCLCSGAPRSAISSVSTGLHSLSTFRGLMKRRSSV
* = called active by the depositor; i = inactive; ? = inconclusive. This is a subset (hit frequency here may not be typical).

SMILES | DYRK1A inh | GSK3A inh | HDAC3 inhib | KCNK3 block
C/C(=N\NC(=O)c1ccccc1OCc1ccc(F)cc1)c1ccccn1 | -2 | -2 | -6 | i
Cc1c(NC(=O)C(C)Sc2nccn2C)c(=O)n(-c2ccccc2)n1C (configuration not stated) | -2 | 1 | 9 | i
O=C(O)c1cccc(S(=O)(=O)Nc2ccc(Cc3ccncc3)cc2)c1 | 0 | -1 | 4 | i
COc1ccc(OC)c(CN2CCN(c3ccc(S(=O)(=O)N4CCCC4)cn3)CC2)c1 | -4 | 1 | 1 | i
CCCCCCn1c(SCCCC)nc2c1c(=O)[nH]c(=O)n2C | 8 | 2 | 0 | i
COc1ccc(NC(=O)N(C)C[C@H]2Oc3ccc(NC(=O)Cc4ccccc4)cc3CC(=O)N([C@H](C)CO)C[C@H]2C)cc1 | 5 | -1 | 1 | i
COc1ccc(S(=O)(=O)N(C)C[C@H]2Oc3c(NC(=O)Nc4ccc(C(F)(F)F)cc4)cccc3C(=O)N([C@H](C)CO)C[C@@H]2C)cc1 | 4 | -3 | 32* | i
Cc1noc(C)c1COC(=O)c1ccc2c(c1)OCCO2 | 3 | 5 | -5 | i
O=C(NN=Cc1c(F)cccc1F)c1ccccc1NS(=O)(=O)c1cccs1 | -6 | -2 | ? | i
COC(=O)[C@]1(Cc2ccccc2)N[C@H](CN(C)S(=O)(=O)c2ccc(OC(F)(F)F)cc2)[C@@H]2C(=O)N(C)C(=O)[C@@H]21 | 0 | -4 | 8 | i
C[C@@H]1CCC(=O)N(C[C@@H](C)CSc2ccc(Br)cc2)CC1 | 6 | -1 | 10 | i
CCC(C)N(C(=O)CSc1nc(C)c(C)c(C)c1C#N)C1CCS(=O)(=O)C1 (configuration not stated) | 0 | 20 | -6 | i
Cc1ccc(S(=O)(=O)N2CCN(C(=O)COC(=O)c3ccccc3Cl)CC2)c(C)c1 | 7 | -2 | 4 | i
Cc1nc(SCC(=O)Nc2nccs2)c(C#N)c(C)c1C | 2 | -3 | -1 | i
CCOC(=O)[C@H]1[C@H]2COc3cc(OC)ccc3[C@@H]2N2C(=O)CN(CCc3c[nH]c4ccccc34)C(=O)[C@@]12C | -5 | -3 | -6 | i
COc1cc(CC(=O)N2CCN(S(=O)(=O)c3ccc(C)cc3)CC2)cc(OC)c1OC | -6 | -1 | 0 | i
CN(CCCC(=O)N1CCN(c2ncccn2)CC1)S(=O)(=O)c1ccc(F)cc1 | 5 | -3 | 2 | i
COc1ccc2c(c1)[C@H]1[C@H](CO2)[C@H](c2ccccc2)[C@]2(C)C(=O)Nc3cc(F)ccc3C(=O)N12 | 1 | -1 | 6 | i
Cc1cccc(C)c1NC(=O)CNC(=O)C1COc2ccccc2O1 (configuration not stated) | -2 | -2 | 1 | i
COc1cc(OC)cc(C(=O)NCC(=O)N2CCCCCCC2)c1 | 4 | -9 | 4 | i

The list goes on, overlapping the part above by 5 compounds.
SMILES | DYRK1A inh | GSK3A inh | HDAC3 inhib | KCNK3 block
COc1cc(CC(=O)N2CCN(S(=O)(=O)c3ccc(C)cc3)CC2)cc(OC)c1OC | -6 | -1 | 0 | i
CN(CCCC(=O)N1CCN(c2ncccn2)CC1)S(=O)(=O)c1ccc(F)cc1 | 5 | -3 | 2 | i
COc1ccc2c(c1)[C@H]1[C@H](CO2)[C@H](c2ccccc2)[C@]2(C)C(=O)Nc3cc(F)ccc3C(=O)N12 | 1 | -1 | 6 | i
Cc1cccc(C)c1NC(=O)CNC(=O)C1COc2ccccc2O1 (configuration not stated) | -2 | -2 | 1 | i
COc1cc(OC)cc(C(=O)NCC(=O)N2CCCCCCC2)c1 | 4 | -9 | 4 | i
Cc1ccc(C)c(C(=O)CCC(=O)OCn2nnc3ccccc3c2=O)c1 | -1 | -3 | -1 | i
C=C[C@](C)(CC[C@@]1(C)C(C)CC(OC2OC(C)C(OC3OC(COC(C)=O)C(O)C(O)C3O)C(O)C2O)[C@@]2(C)C(C)=CCCC12)OC1OC(C)C(O[C@@H]2O[C@@H](C)C(O)C(O)[C@H]2O)C(O)C1O (some centres not stated) | 1 | -2 | -4 | i
COC(=O)c1c(-c2ccsc2)sc2ccc(-c3cc(OC)c(OC)c(OC)c3)cc12 | -8 | -3 | 7 | i
COc1ccc(CC(=O)N2CCN(S(=O)(=O)c3cc(Cl)ccc3Cl)CC2)cc1 | 3 | -1 | 3 | i
Cc1cc(C(=O)Cn2cc(C(F)(F)F)ccc2=O)c(C)n1CC1CCCO1 (configuration not stated) | -6 | 2 | 0 | i
COc1ccc(Cl)cc1NC(=O)CN(C)C(=O)c1cccc(S(=O)(=O)N2CCN(C)CC2)c1 | -1 | 1 | 2 | i
CCN(CC)c1ccc(C2Nc3cccc4cccc(c34)N2)c(O)c1 | 5 | -1 | -5 | i
COCc1ccc(-c2c(-c3cccc(OC)c3)sc3ccc(OC)cc23)cc1 | -4 | -3 | 0 | i
CCCCN(C(=O)CSc1nnnn1C)C1CCS(=O)(=O)C1 (configuration not stated) | 1 | -8 | -5 | i
CC1CCCCN1C(=O)CN1CCN(S(=O)(=O)c2ccc(Br)cc2Cl)CC1 (configuration not stated) | -1 | -3 | -2 | i
COc1cc(NC(=O)CCCN2C(=O)NC(C)(C)C2=O)cc(OC)c1 | -6 | -3 | 2 | i
COc1ccc(NC(=O)CSCC(=O)N(C)Cc2ccc3c(c2)OCCO3)cc1 | -1 | -2 | 10 | i
Cc1cccc(C(=O)OCC(=O)N2CC(=O)Nc3ccccc32)c1C | 1 | -1 | -4 | i
O=C(C[C@H]1C/C=C\CC[C@H](Cc2ccc(F)cc2)C(=O)OC[C@@H](Cc2c[nH]c3ccccc23)NC1=O)NCCO | 7 | 1 | 5 | i
Cc1cc(C)n(C(=O)CNC(=O)COc2ccccc2)n1 | -14 | -1 | -2 | i
O=C(CC1CCCC1)Nc1cc(C(F)(F)F)ccc1-n1cncn1 | 0 | -2 | 0 | i
CC(C)(C)C1CCc2[nH]nc(C(=O)O)c2C1 (configuration not stated) | 2 | 0 | 4 | i
COc1ccc(-c2sc3ccc(OC)cc3c2C#Cc2cncn2C)cc1 | -2 | 0 | 6 | i
CCCCNC(=O)c1cccc(S(=O)(=O)N2CC3(C)CC2CC(C)(C)C3)c1 (configuration not stated) | 1 | 1 | -5 | i
O=S(=O)(c1c(F)cccc1F)N1CCN(Cc2c(O)ccc3ccccc23)CC1 | 4 | -1 | 5 | i
C[C@H](CO)N1C[C@H](C)[C@@H](CN(C)Cc2ccc(C(=O)O)cc2)Oc2c(NC(=O)C3CC3)cccc2C1=O | -4 | 0 | -4 | i
COCCCN1C(=O)c2ccc(C(=O)OCC(=O)NCc3cccc(OC)c3)cc2C1=O | 1 | -1 | 5 | i
COc1cc(OC)cc(-c2sc3ccc(OC)cc3c2C#CCO)c1 | 4 | 3 | -3 | i
C=CC[C@H](CC(=O)N(CCO)Cc1ccccc1)C(=O)NCCOC(=O)[C@@H](CC=C)CC(=O)OC(C)(C)C | 5 | -2 | 13 | i
C=CC[C@@H](CC(=O)NCCO)C(=O)N[C@H](C)COC(=O)[C@@H](CC=C)CC(=O)OC(C)(C)C | -1 | -1 | -1 | i
O=C(CCNS(=O)(=O)c1ccc(Br)cc1)NCC1CCCO1 (configuration not stated) | 1 | -3 | -3 | i
Cc1cccc(-n2c(SCC(=O)c3c(N)n(C4CC4)c(=O)[nH]c3=O)nnc2N2CCOCC2)c1 | 0 | 0 | -1 | i
CN(Cc1ccc(Cl)cc1Cl)C(=O)CCNC(=O)c1ccco1 | -3 | 14 | -1 | i
COc1cc(OC)cc(-c2c(-c3cccs3)c3cc(-c4cnc(N)nc4)ccc3n2C)c1 | 5 | -2 | -14 | i
COc1ccc(C(=O)NNC(=O)C(NC(=O)c2cc(OC)cc(OC)c2)C(C)C)cc1 (configuration not stated) | -1 | -1 | -2 | i
Cc1ccc(S(=O)(=O)NCCC(=O)NCC(c2ccc(F)cc2)N2CCOCC2)cc1 (configuration not stated) | 3 | 0 | -5 | i
O=C(NOCc1ccccc1)c1ccc([N+](=O)[O-])cc1 | 1 | 0 | -1 | i
C=CC(COCc1ccccc1)N(CC(=O)OC)S(=O)(=O)c1cc(Br)ccc1OC (configuration not stated) | 0 | 0 | 10 | i
COc1ccccc1C(=O)CN1C(=O)NC2(CCCc3ccccc32)C1=O (configuration not stated) | 10 | 2 | 6 | i
COc1ccc2nc(SCC(=O)NC(C)c3ccccc3)[nH]c2c1 (configuration not stated) | 17 | 5 | 7 | i
CCCCCCCCCCCCCCCC[N+](C)(C)CCN(Cc1ccc(OC)cc1)c1ncccn1 | 63* | 23 | 63* | i
COc1cc(/C=C/C(=O)c2ccc3c(c2)OCO3)cc(OC)c1OC | -3 | 21 | -12 | i
C=CCNC(=O)c1cccc2c1C(=O)c1ccc(N3CCOCC3)cc1S2(=O)=O | -3 | -2 | 7 | i
COc1cc2c(-c3ccc4cc[nH]c4c3)c(-c3ccc(C#N)cc3)oc(=O)c2cc1OC | -4 | -5 | -5 | i
Cc1ccc(NC(=O)CN(C)C(=O)CSc2ccccc2F)cc1 | -3 | 0 | -1 | i
Cc1ccc(-c2nc(Nc3ccccc3)n[nH]2)cc1 | -3 | 0 | -12 | i
CCS(=O)c1ccccc1C(=O)OCC(=O)Nc1ccc2ccccc2c1 (configuration not stated) | -4 | -4 | -8 | i
Cc1cc(C(=O)OCC(=O)N(C)c2ccccc2)c2ccccc2n1 | 0 | 2 | -2 | i
CC(=O)N/C(=C/C(C)C)c1ccccc1 | 24 | 1 | -1 | i
CCC(CO)Oc1cc(NC(=O)Cc2ccccc2F)c2ncn(C(C)C)c2c1 (configuration not stated) | 17 | 2 | 7 | i
CN(C)[C@@H]1C(=O)C(C(N)=O)=C(O)[C@@]2(O)C(=O)C3=C(O)c4c(O)ccc(Cl)c4[C@@H](O)[C@H]3C[C@@H]12 | 12 | 12 | 8 | i
O=C(NCCc1ccc(Cl)cc1Cl)C1=CC=CN2CCS(=O)(=O)N=C12 | 0 | -7 | -15 | i
CN(C(=O)COC(=O)C1=COCCO1)C1(C#N)CCCCC1 | 1 | -1 | 1 | i
COc1ccc(-n2nc(C(=O)NCC(=O)NCC3CCCO3)c3ccccc3c2=O)cc1Cl (configuration not stated) | 0 | -2 | 2 | i
COc1cccc(NC(=O)CN(C)C(=O)CSc2nc(C)cc(C)n2)c1 | 0 | -1 | 2 | i
CC(OC(=O)CN1C(=O)c2ccccc2C1=O)C(=O)NC1(C#N)CCCCC1 (configuration not stated) | -2 | 3 | 6 | i
CC(C)NC(=O)N(C)C[C@H]1Oc2c(NC(=O)C3CCCCC3)cccc2C(=O)N([C@H](C)CO)C[C@@H]1C | 3 | -3 | -2 | i
NC(=O)c1ccc(-c2nnn(CC(=O)N(C3CCCC3)C3CCS(=O)(=O)C3)n2)cc1 (configuration not stated) | -2 | -2 | -5 | i
CCCn1c(SCC(=O)Nc2nc(C)cs2)nnc1-c1cccnc1 | 7 | 2 | 0 | i
O=C(COC(=O)c1ccco1)Nc1cc(S(=O)(=O)N2CCCCC2)ccc1Cl | -4 | 0 | -4 | i
O=C(NCc1ccccn1)c1ccc(Cl)c(S(=O)(=O)NCc2ccccc2)c1 | 2 | -4 | -2 | i
Cc1ccc(S(=O)(=O)/N=C2/C=C(Sc3ncn[nH]3)C(=O)c3ccccc32)cc1 | 23 | 0 | 12 | i
CC(=O)c1ccc(S(=O)(=O)Nc2ccc(-n3cnnn3)cc2)cc1 | -4 | -5 | -3 | i
CCOC(=O)c1ccc(-n2cccc2/C=C2\NC(=O)NC2=O)cc1 | -14 | 3 | 7 | i
O=C(COC(=O)CNC(=O)c1ccccc1Cl)NC1CCCC1 | 0 | 1 | 4 | i
The list goes on:
SMILES | DYRK1A inh | GSK3A inh | HDAC3 inhib | KCNK3 block
COc1ccc(Cl)cc1C(=O)OCC(=O)N1CCCC(C)C1 (configuration not stated) | -3 | 0 | 2 | i
CCOC(=O)c1ccc(S(=O)(=O)NCCNCc2ccccc2)cc1 | -3 | -2 | -2 | i
O=C(O)c1cccc(S(=O)(=O)Nc2ccc(N3CCCCC3)cc2)c1 | -4 | -4 | -1 | i
COc1cc(C(=S)N2CCCCC2)ccc1O | 3 | -1 | 6 | i
COc1cc(C#Cc2c(-c3cncn3C)n(C)c3ccc(-c4cnc(N5CCOCC5)nc4)cc23)cc(OC)c1 | 6 | -2 | -13 | i
O=C(Nc1cccc(/C=C/c2ccccn2)c1)c1ccc(-n2cncn2)cc1 | 14 | -5 | 3 | i
O=C(COC(=O)/C=C/c1ccc(OC(F)F)cc1)NC1CCCCCC1 | 1 | 0 | -1 | i
COc1ccc([C@@H]2CC=C(C(=O)O)[C@H](c3ccccc3F)N2S(=O)(=O)c2ccccc2C)cc1 | -1 | -3 | 7 | i
CC(C)N(Cc1ccccc1)C(=O)COC(=O)c1cnc(Cl)c(Cl)c1 | 2 | -1 | 2 | i
Cc1ccc(S(=O)(=O)CCC(=O)Nc2sccc2C(N)=O)cc1 | 4 | 5 | -1 | i
COC(=O)c1cc(C)nc2c1c(C)nn2-c1ccccc1 | -1 | 0 | -13 | i
C[C@@H]1C[C@H]2[C@@H]3C[C@H](F)C4=CC(=O)C=C[C@]4(C)[C@@]3(Cl)[C@@H](O)C[C@]2(C)[C@H]1C(=O)COC(=O)C(C)(C)C | -5 | -1 | -6 | i
O=C(NC1CCCCCC1)C1CCN(C(=O)c2ccc(Cl)cc2)CC1 | -6 | -1 | 3 | i
